# Screening results from PubChem BioAssay.
# 14-3-3 PPI = modulators of 14-3-3 gamma protein binding, primary screen, biochemical, fluorescence polarization; AID 422, 2006; inhibition, % at 40 µM; FP, 14-3-3gamma / TMR-pS259-Raf peptide binding; 0.19% of 160,000 active; in the data active = inhibition above about 30%;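 note: 0% = protein plus tracer without compound and 100% = blank with tracer alone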
# Target sequence (P61981 whole entry, looked up): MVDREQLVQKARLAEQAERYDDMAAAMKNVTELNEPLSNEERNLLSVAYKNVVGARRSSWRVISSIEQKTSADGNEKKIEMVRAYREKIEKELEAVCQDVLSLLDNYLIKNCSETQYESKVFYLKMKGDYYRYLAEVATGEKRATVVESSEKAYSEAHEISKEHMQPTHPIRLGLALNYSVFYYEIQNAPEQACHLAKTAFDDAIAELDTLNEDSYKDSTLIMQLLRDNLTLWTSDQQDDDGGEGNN
# * hit, by the source's call; & = joins results of further samples. Only part of the results is shown; rates above refer to the full screens.
14-3-3 PPI | mol
-4.3 | O=C1NCC2(CCN(CCc3ccccc3)CC2)O1
2.5 | COC(=O)c1ccccc1NC(=O)CCOc1ccccc1
4.9&-7.5 | COc1cc2nc(N3CCN(C(=O)C4COc5ccccc5O4)CC3)nc(N)c2cc1OC (stereo not drawn)
1.8 | COc1nc(C)nc(Cl)c1NC1=NCCN1
-2.6&-5.8 | NS(=O)(=O)c1cc2c(cc1C(F)(F)F)NC(Cc1ccccc1)NS2(=O)=O (stereo not drawn)
-1.4 | CCCOc1ccccc1-c1nc2n[nH]nc2c(=O)[nH]1
2.3 | O=c1ccn(C2CC(O)C(CO)O2)c(=O)[nH]1 (stereo not drawn)
-1.1 | Cc1nnc(NS(=O)(=O)c2ccc(N)cc2)s1
-2.4 | CCCCCCC/C=C\CCCCCCCCC(=O)O
-7.2&-32.0 | O=C(NC1CCCc2ccccc21)C1CCN(S(=O)(=O)c2cccc3nonc23)CC1 (stereo not drawn)
-4.7 | c1ccc2c(CC3=NCCN3)cccc2c1
-2.6 | C[C@]12CC[C@H]3[C@@H](CCC4=CC(=O)CC[C@@]43C)[C@@H]1CC[C@@H]2C(=O)CO
2.6 | Cc1ccn2c(NC(=O)c3cccc(C(F)(F)F)c3)c(-c3ccccc3)nc2c1
-3.4 | CC(C)Cc1ccc([C@H](C)C(=O)O)cc1
1.4 | COc1ccccc1C1C2=C(CC(C)(C)CC2=O)Nc2ccccc2N1C(=O)CCC(=O)O (stereo not drawn)
5.0&-5.5 | CC(C)Cc1ccc(C(C)C(=O)O)cc1 (stereo not drawn)
-20.7 | CCN1CCCC1CNC(=O)C1c2cc(OC)c(OC)cc2C(=O)N(C)C1c1ccc(OC)cc1 (stereo not drawn)
0.2 | CC1=NN(c2ccccc2)C(=O)C1
2.8 | CN(C)C/C=C(/c1ccc(Br)cc1)c1cccnc1
10.2 | CC(=O)NCCCCCC(=O)O
-7.6&-0.3 | COc1ccc(CN(CCN(C)C)c2ccccn2)cc1
1.8 | O=C1N(c2ccccc2)c2ccccc2C1(Cc1ccncc1)Cc1ccncc1
2.6 | COc1ccccc1OCC(O)COC(N)=O (stereo not drawn)
-5.7 | CC(=O)O[C@]1(C(C)=O)CC[C@H]2[C@@H]3C=C(Cl)C4=CC(=O)[C@@H]5C[C@@H]5[C@]4(C)[C@H]3CC[C@@]21C
-5.7 | CC(O)C(N)C12CC3CC(CC(C3)C1)C2 (stereo not drawn)
-3.5&2.8 | CN(C)CCCN1c2ccccc2Sc2ccccc21
